Screening data as filed in PubChem BioAssay.
cln2 rad14 = NCI yeast anticancer drug screen, S. cerevisiae cln2 rad14 strain. growth inhibition, % at 50 µM. hit rate 8.3% among 78,000. AID 165, 2004;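 note: 0% = growth of vehicle-only cultures of the same strain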
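The screen exposed genetically defined yeast (cln2 rad14) to test compounds and scored growth inhibition relative to vehicle-treated controls.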
sgs1 mgt1 = NCI yeast anticancer drug screen, S. cerevisiae sgs1 mgt1 strain | hit rate 10% among 78,000 | growth inhibition, % at 50 µM | AID 161, 2004;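 note: 0% = growth of vehicle-only cultures of the same strain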
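Compounds are added to genetically altered yeast, and growth is compared with cultures given vehicle alone to give percent inhibition.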
mec2-1 = NCI yeast anticancer drug screen, S. cerevisiae mec2-1 strain; % growth inhibition at 50 µM; hit rate 9% among 79,000;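 note: 0% = growth of vehicle-only cultures of the same strain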
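Growth inhibition is read against vehicle-treated controls after compound exposure of the mec2-1 yeast strain, which is defective in DNA damage repair or cell cycle control.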
bub3 = NCI yeast anticancer drug screen, S. cerevisiae bub3 mutant strain; % growth inhibition at 50 µM; hit rate 9.9% among 78,000; AID 167, 2004;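 note: 0% = growth of vehicle-only cultures of the same strain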
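Mutant yeast screening strain plus compound; vehicle-treated cultures serve as the 0% inhibition reference.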
mlh1 rad18 = NCI yeast anticancer drug screen, S. cerevisiae mlh1 rad18 strain; growth inhibition, % at 50 µM; hit rate 11% among 79,000;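 note: 0% = growth of vehicle-only cultures of the same strain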
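Yeast w/ defined DNA-repair lesions; compound exposure; growth vs vehicle controls → % inhibition.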
yeast rad50 = NCI yeast anticancer drug screen, S. cerevisiae rad50 strain | hit rate 10% among 79,000 | % growth inhibition at 50 µM | AID 155, 2004;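 note: 0% = growth of vehicle-only cultures of the same strain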
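Readout: growth inhibition relative to vehicle-treated cultures. Compound exposure was carried out in a genetically defined yeast strain deficient in DNA damage repair.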
An asterisk follows results filed as active. Cut-off read from the data, not from the text of the source: active = growth inhibition above about 70%; inactive = the rest. Some of the compounds tested (hit frequency here may not be typical).

Results for CNC(C)C(O)c1ccccc1 (stereo unspecified) (tested in a mixture with another compound) ?
cln2 rad14: -3; sgs1 mgt1: -11; mec2-1: 10; bub3: -11; mlh1 rad18: -12; yeast rad50: -18

What do the screens show for `C=CCN1CN(c2ccccc2)C2(CCN(CCCC3(c4ccc(F)cc4)OCCO3)CC2)C1=O`?
cln2 rad14: 0; sgs1 mgt1: 1; mec2-1: -8; bub3: 1; mlh1 rad18: -14; yeast rad50: -18

What do the screens show for `C1CN1[PH+](N1CC1)N1CC1.[C-]#[O+].[C-]#[O+].[C-]#[O+].[C-]#[O+].[C-]#[O+].[Cr]`?
cln2 rad14: -12; sgs1 mgt1: -1; mec2-1: -5; bub3: 2; mlh1 rad18: -17; yeast rad50: -6

Results for C[C@]12CC[C@H]3[C@@H](CC[C@H]4N(CCCl)CCC[C@]34C)[C@@H]1CC[C@@H]2O ?
cln2 rad14: 15; sgs1 mgt1: 47; mec2-1: 16; bub3: 69; mlh1 rad18: 76*; yeast rad50: 16

Results for Cc1ccc2c(O)c3c(cc2c1)C(=O)c1c2c(cc(O)c1C3=O)C1(C)OC(O2)C(O)C(N(C)C)C1O (stereo unspecified) ?
cln2 rad14: 88*; sgs1 mgt1: 91*; mec2-1: 88*; bub3: 88*; mlh1 rad18: 86*; yeast rad50: 87*

Results for O=C1NC(=O)C2(c3ccccc3)CCN1C2=O (stereo unspecified) ?
cln2 rad14: -7; sgs1 mgt1: 2; mec2-1: 5; bub3: -12; mlh1 rad18: 10; yeast rad50: 1

Results for O=C1CC2CCCCC2CC1Br (stereo unspecified) ?
cln2 rad14: -59; sgs1 mgt1: -24; mec2-1: -15; bub3: -32; mlh1 rad18: 17; yeast rad50: 0

How did Cc1cn(C2CC3C(COC(C)(C)N3O)O2)c(=O)[nH]c1=O (stereo unspecified) do in these assays?
cln2 rad14: -25; sgs1 mgt1: -34; mec2-1: -33; bub3: 12; mlh1 rad18: -62; yeast rad50: -23

Results for CCOC(=O)C(Cc1c[nH]c2ccccc12)NC(=O)/C=C/N(CCCl)CCCl (stereo unspecified) ?
cln2 rad14: 0; sgs1 mgt1: 17; mec2-1: 10; bub3: -14; mlh1 rad18: 22; yeast rad50: 9

How did CN1C2CCC1C(O)C(c1ccccc1)C2 (stereo unspecified) do in these assays?
cln2 rad14: -12; sgs1 mgt1: 0; mec2-1: 9; bub3: 0; mlh1 rad18: -1; yeast rad50: 6

How did Nc1nc(N)c(-c2ccc(Cl)c(Cl)c2)c(COc2ccc(CNC(=O)Nc3cccc(S(=O)(=O)F)c3)cc2Cl)n1 do in these assays?
cln2 rad14: -5; sgs1 mgt1: 75*; mec2-1: 59; bub3: 13; mlh1 rad18: 66; yeast rad50: 27

What do the screens show for `O=C(O)C(=O)Cc1ccc2c(c1)OCO2`?
cln2 rad14: -33; sgs1 mgt1: -29; mec2-1: -19; bub3: -20; mlh1 rad18: 0; yeast rad50: -4

Results for CC(=O)Nc1cccc([As]=O)c1 (stereo unspecified) ?
cln2 rad14: 8; sgs1 mgt1: 10; mec2-1: 3; bub3: -11; mlh1 rad18: 19; yeast rad50: 12

How did CC1=C[C@H]2O[C@@H]3C[C@H]4OC(=O)/C=C\C=C\[C@H]([C@@H](C)O)OC[C@H](O)[C@@]5(C)O[C@@H]5C(=O)OC[C@@]2(C[C@H]1O)[C@]4(C)C31CO1 (stereo partly specified) do in these assays?
cln2 rad14: 62; sgs1 mgt1: 48; mec2-1: 57; bub3: 69; mlh1 rad18: 65; yeast rad50: 69

How did COc1cc(C=C2C(=O)NC(=O)NC2=O)cc(OC)c1OC do in these assays?
cln2 rad14: 22; sgs1 mgt1: -30; mec2-1: -15; bub3: -3; mlh1 rad18: -26; yeast rad50: -27

Results for CCCCCCC(C)OP(OC(C)CCCCCC)OC(C)CCCCCC (stereo unspecified) ?
cln2 rad14: 6; sgs1 mgt1: 6; mec2-1: 16; bub3: -3; mlh1 rad18: 32; yeast rad50: 15

What do the screens show for `C=C1CCC2CC1C2(C)C` (stereo unspecified) (tested in a mixture with another compound)?
cln2 rad14: -3; sgs1 mgt1: -6; mec2-1: -14; bub3: 6; mlh1 rad18: -24; yeast rad50: 8

Results for CNc1ccccc1C(=O)O ?
cln2 rad14: -10; sgs1 mgt1: 10; mec2-1: -7; bub3: -12; mlh1 rad18: 3; yeast rad50: -20

Results for CCCCC(CC)COP(OCC(CC)CCCC)OCC(CC)CCCC.[Br][Hg][Br] (stereo unspecified) ?
cln2 rad14: -8; sgs1 mgt1: -11; mec2-1: -3; bub3: -9; mlh1 rad18: -6; yeast rad50: 5

What do the screens show for `CC[n+]1c(-c2ccccc2)c2cc(N)ccc2c2ccc(N)cc21` (tested in a mixture with another compound)?
cln2 rad14: 55; sgs1 mgt1: 95*; mec2-1: 89*; bub3: 75*; mlh1 rad18: 86*; yeast rad50: 98*

What do the screens show for `CC(=O)NC(Cc1ccc(N(CCCl)CCCl)cc1)C(=O)NC(CC(C)C)C(=O)O` (stereo unspecified)?
cln2 rad14: 6; sgs1 mgt1: -4; mec2-1: 23; bub3: 3; mlh1 rad18: 22; yeast rad50: 3

What do the screens show for `c1ccc2c[n+](CCCCCCCCCC[n+]3ccc4ccccc4c3)ccc2c1`?
cln2 rad14: 84*; sgs1 mgt1: 90*; mec2-1: 91*; bub3: 91*; mlh1 rad18: 88*; yeast rad50: 89*

How did COc1ccc2c(c1)C1(C)CCN(C)CC(C1)C2O (stereo unspecified) do in these assays?
cln2 rad14: 23; sgs1 mgt1: 16; mec2-1: 14; bub3: -1; mlh1 rad18: 23; yeast rad50: 47

How did CCOC(CNCc1cccnc1)OCC do in these assays?
cln2 rad14: 6; sgs1 mgt1: -24; mec2-1: -11; bub3: -14; mlh1 rad18: -17; yeast rad50: -21

Results for CS/C([S-])=N/N=C\c1ccccn1.CS/C([S-])=N/N=C\c1ccccn1.[Ni+2] ?
cln2 rad14: -35; sgs1 mgt1: 17; mec2-1: -7; bub3: 2; mlh1 rad18: 0; yeast rad50: 15

Results for CCC(CC)CNC(=O)C(C)Br (stereo unspecified) ?
cln2 rad14: 3; sgs1 mgt1: -2; mec2-1: 2; bub3: 7; mlh1 rad18: -4; yeast rad50: 2

How did O=C1NC(=S)NC(=O)C1=Cc1ccccc1O do in these assays?
cln2 rad14: -32; sgs1 mgt1: -12; mec2-1: -17; bub3: -1; mlh1 rad18: -31; yeast rad50: -2

Results for O=C(O)C(O)C(O)C(O)C(O)C(O)C(O)CO (stereo unspecified) ?
cln2 rad14: -74; sgs1 mgt1: -33; mec2-1: -7; bub3: 3; mlh1 rad18: 3; yeast rad50: -18

Results for c1cc2c(cc1NC1=NCCO1)CCC2 ?
cln2 rad14: -32; sgs1 mgt1: 3; mec2-1: 5; bub3: 9; mlh1 rad18: -1; yeast rad50: 4

Results for CC[CH2][Pb]([CH2]CC)([CH2]CC)[NH]S(=O)(=O)c1ccc(C)cc1 ?
cln2 rad14: 98*; sgs1 mgt1: 100*; mec2-1: 100*; bub3: 100*; mlh1 rad18: 99*; yeast rad50: 100*

Reprinted from the listing, five compounds:
Results for CCC(CC)CNC(=O)C(C)Br (stereo unspecified) ?
cln2 rad14: 3; sgs1 mgt1: -2; mec2-1: 2; bub3: 7; mlh1 rad18: -4; yeast rad50: 2

How did O=C1NC(=S)NC(=O)C1=Cc1ccccc1O do in these assays?
cln2 rad14: -32; sgs1 mgt1: -12; mec2-1: -17; bub3: -1; mlh1 rad18: -31; yeast rad50: -2

Results for O=C(O)C(O)C(O)C(O)C(O)C(O)C(O)CO (stereo unspecified) ?
cln2 rad14: -74; sgs1 mgt1: -33; mec2-1: -7; bub3: 3; mlh1 rad18: 3; yeast rad50: -18

Results for c1cc2c(cc1NC1=NCCO1)CCC2 ?
cln2 rad14: -32; sgs1 mgt1: 3; mec2-1: 5; bub3: 9; mlh1 rad18: -1; yeast rad50: 4

Results for CC[CH2][Pb]([CH2]CC)([CH2]CC)[NH]S(=O)(=O)c1ccc(C)cc1 ?
cln2 rad14: 98*; sgs1 mgt1: 100*; mec2-1: 100*; bub3: 100*; mlh1 rad18: 99*; yeast rad50: 100*

A draw from above in order of formula weight, low to high.
How did CCOC(CNCc1cccnc1)OCC do in these assays?
cln2 rad14: 6; sgs1 mgt1: -24; mec2-1: -11; bub3: -14; mlh1 rad18: -17; yeast rad50: -21

What do the screens show for `CC(=O)NC(Cc1ccc(N(CCCl)CCCl)cc1)C(=O)NC(CC(C)C)C(=O)O` (stereo unspecified)?
cln2 rad14: 6; sgs1 mgt1: -4; mec2-1: 23; bub3: 3; mlh1 rad18: 22; yeast rad50: 3

Results for CS/C([S-])=N/N=C\c1ccccn1.CS/C([S-])=N/N=C\c1ccccn1.[Ni+2] ?
cln2 rad14: -35; sgs1 mgt1: 17; mec2-1: -7; bub3: 2; mlh1 rad18: 0; yeast rad50: 15

Continuation.
How did CCNC(=O)N1CC2CCC(C1)N2C do in these assays?
cln2 rad14: -39; sgs1 mgt1: 6; mec2-1: 8; bub3: -19; mlh1 rad18: 8; yeast rad50: -1

What do the screens show for `COC(=O)C(Cl)(Br)CCl` (stereo unspecified)?
cln2 rad14: 12; sgs1 mgt1: 42; mec2-1: 80*; bub3: 43; mlh1 rad18: 39; yeast rad50: 68

Results for CC(=O)O/C(=C1\C[C@H]2[C@@H]3CC=C4C[C@@H](OC(C)=O)CC[C@]4(C)[C@H]3CC[C@]2(C)C1=O)C(F)(F)F ?
cln2 rad14: 94*; sgs1 mgt1: 78*; mec2-1: 81*; bub3: 62; mlh1 rad18: 64; yeast rad50: 76*

What do the screens show for `O=C(Nc1c(O)[nH]c(=S)[nH]c1=O)c1ccco1`?
cln2 rad14: -4; sgs1 mgt1: -11; mec2-1: -5; bub3: -13; mlh1 rad18: -16; yeast rad50: -24

What do the screens show for `CC(CC(C(=O)NCCO)(c1ccccc1)c1ccccc1)[N+](C)(C)C` (stereo unspecified)?
cln2 rad14: 16; sgs1 mgt1: 24; mec2-1: 11; bub3: 8; mlh1 rad18: 6; yeast rad50: 18

What do the screens show for `CCOP(=O)(NC12CC3CC(CC(C3)C1)C2)OCC`?
cln2 rad14: 5; sgs1 mgt1: -8; mec2-1: 8; bub3: 20; mlh1 rad18: -18; yeast rad50: -2

What do the screens show for `Nc1nc(N)c(-c2ccc(Cl)c(Cl)c2)c(CP(Cl)(Cl)(Cl)Br)n1`?
cln2 rad14: 10; sgs1 mgt1: 64; mec2-1: 42; bub3: 51; mlh1 rad18: 58; yeast rad50: 62

How did C=C(C)CN=C=S do in these assays?
cln2 rad14: 4; sgs1 mgt1: -8; mec2-1: -4; bub3: 2; mlh1 rad18: 2; yeast rad50: 6

Results for OCC(Br)(Br)Br ?
cln2 rad14: 4; sgs1 mgt1: 20; mec2-1: -4; bub3: -3; mlh1 rad18: 28; yeast rad50: 44

Results for Cc1ccc2[nH]c(=S)n(-c3ccccc3)c(=O)c2c1 ?
cln2 rad14: 6; sgs1 mgt1: 34; mec2-1: 9; bub3: 53; mlh1 rad18: 18; yeast rad50: 12

What do the screens show for `CC(=O)OC1CN2CCC1CC2` (stereo unspecified)?
cln2 rad14: -10; sgs1 mgt1: 9; mec2-1: 15; bub3: -1; mlh1 rad18: 10; yeast rad50: 12

Results for CCC[CH2][Pb]([CH2]CCC)([CH2]CCC)[n]1ccnc1 ?
cln2 rad14: 92*; sgs1 mgt1: 94*; mec2-1: 93*; bub3: 92*; mlh1 rad18: 91*; yeast rad50: 90*

How did CN1CCC(OC(=O)Oc2ccccc2)(c2ccccc2)CC1 do in these assays?
cln2 rad14: 34; sgs1 mgt1: 4; mec2-1: 10; bub3: 48; mlh1 rad18: -7; yeast rad50: 2

How did CCOC(=O)CC(=Nc1cc(C)on1)N(CC)CC do in these assays?
cln2 rad14: 10; sgs1 mgt1: 6; mec2-1: -19; bub3: -10; mlh1 rad18: -17; yeast rad50: 1

How did COC1C=CC23c4cc5c(cc4COC2(O)CN(C)C3C1)OCO5 (stereo unspecified) do in these assays?
cln2 rad14: -4; sgs1 mgt1: -56; mec2-1: -26; bub3: -19; mlh1 rad18: -29; yeast rad50: -18

How did ClCCN(CCCl)c1ccc(/C=N/N=C2c3ccccc3-c3ccccc32)cc1 do in these assays?
cln2 rad14: -3; sgs1 mgt1: -6; mec2-1: -7; bub3: -19; mlh1 rad18: -4; yeast rad50: -22

What do the screens show for `Cc1ccc([PH+](c2ccc(C)cc2)c2ccc(C)cc2)cc1.Cc1ccc([PH+](c2ccc(C)cc2)c2ccc(C)cc2)cc1.[Cl][Hg][Cl]`?
cln2 rad14: 29; sgs1 mgt1: 100*; mec2-1: 97*; bub3: 99*; mlh1 rad18: 96*; yeast rad50: 48
